Fh CTSL1 inh = cathepsin L1 inhibition, PFM18AAP counter-screen | inhibition, % at 5.96 µM | hit rate 0.49% among 300,000 | recombinant F. hepatica cathepsin L1, Z-Leu-Arg-MCA fluorescence;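 active = inhibition above the mean of all tested compounds plus 3 SD, set per screening campaign, cut at about 17% in these data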;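 also: 0% = plate median of test compound wells and 100% = 1 µM Z-Phe-Ala-diazomethylketone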
PP5 inh = PP5 (human) phosphatase inhibition; purified PP5c, OMFP substrate fluorescence; inhibition, % at 6.7 µM; hit rate 0.18% among 320,000;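 active = inhibition above the campaign's mean inhibition across all tested compounds plus 3 SD, cut at about 9.5% in these data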;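 also: 0% = DMSO only and 100% = 100 µM cantharidin control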
Target sequence (P53041 whole entry, looked up): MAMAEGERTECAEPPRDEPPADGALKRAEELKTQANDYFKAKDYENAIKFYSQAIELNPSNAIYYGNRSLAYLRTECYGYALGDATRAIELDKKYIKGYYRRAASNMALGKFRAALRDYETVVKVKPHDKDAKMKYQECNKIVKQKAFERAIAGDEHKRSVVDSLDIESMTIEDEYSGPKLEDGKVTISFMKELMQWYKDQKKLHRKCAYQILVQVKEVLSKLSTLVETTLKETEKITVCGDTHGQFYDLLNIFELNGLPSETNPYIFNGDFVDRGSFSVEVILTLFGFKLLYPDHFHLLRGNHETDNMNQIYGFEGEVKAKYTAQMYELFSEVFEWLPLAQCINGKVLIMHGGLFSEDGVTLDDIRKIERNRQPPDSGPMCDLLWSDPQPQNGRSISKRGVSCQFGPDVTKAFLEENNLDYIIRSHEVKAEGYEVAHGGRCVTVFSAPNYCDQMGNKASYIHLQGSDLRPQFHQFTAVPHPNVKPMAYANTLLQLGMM
GASC-1 inh = human JMJD2C demethylase inhibition | GST-JMJD2C(1-420) H3K9me3 demethylation, DELFIA europium | inhibition, % at 2.35 µM | hit rate 0.069% among 330,000;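 active = more than half of a compound's replicate wells show inhibition beyond 50%, single wells judged on their own value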;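 also: signal counts dimethyl H3K9 product captured on neutravidin plate; 0% = median of DMSO wells and 100% = 0.3 times that DMSO median; strong numbers were not always called active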
VLA-4 inh = inhibition in a human VLA-4 binding assay; P13612; VLA-4 expressing cells, ligand binding flow cytometry; inhibition, % (about 7 µM as worked out from the volumes in the protocol); hit rate 0.2% among 330,000; in the data active = inhibition above about 50%
proCasp7 act = counter-screen: procaspase-7 (human) activation; P55210; recombinant procaspase-7, Ac-DEVD-pNA absorbance 405 nm; D23A/D198A/D206A triple mutant, cannot self-cleave; scale: DMSO 0, 5 µM enzyme 100; activation, % at 8.5 µM; hit rate 0.093% among 330,000; AID 463210;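 active = percent activation above the screen-wide mean plus 3 SD, cut at about 25% in these data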
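Assay system: Uncleavable procaspase-7 mutant enzyme / Input: 2 µM procaspase-7 mutant as dispensed / Dosing: single nominal 8.5 µM compound dose, 0.8% DMSO final / Timing: 1 h enzyme–compound preincubation and 2 h substrate reaction, both 25 °C / Detection: p-Nitroaniline absorbance at 405 nm, read at 0 and 120 min / Replication: singlicate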
proCasp3 act = activates human procaspase-3; hit rate 0.11% among 330,000; activation, % at 8.5 µM; recombinant procaspase-3 D3A, Ac-DEVD-pNA absorbance 405 nm;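 active = activation above the mean of all tested compounds plus 3 SD, cut at about 21% in these data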;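 also: 0% = DMSO alone and 100% = DMSO wells spiked with extra 5 µM PC-3 D3A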
Target sequence (P42574 whole entry D9A/D28A/D175A): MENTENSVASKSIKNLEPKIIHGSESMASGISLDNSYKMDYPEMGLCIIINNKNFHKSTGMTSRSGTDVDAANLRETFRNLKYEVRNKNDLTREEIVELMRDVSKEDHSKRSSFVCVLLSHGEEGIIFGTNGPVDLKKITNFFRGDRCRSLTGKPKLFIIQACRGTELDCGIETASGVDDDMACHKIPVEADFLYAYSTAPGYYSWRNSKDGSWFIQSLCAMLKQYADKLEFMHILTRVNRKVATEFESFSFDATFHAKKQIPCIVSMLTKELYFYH
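Assay system – Procaspase-3 D3A mutant · Benchmarks – DMSO low control, extra-enzyme high control · Technique – 405 nm absorbance of p-nitroaniline, reads at 0 and 120 min · Doses – 8.5 µM nominal · Measure – % activation between DMSO and enzyme-spiked controls · Also added – Ac-DEVD-pNA chromogenic peptide substrate · Schedule – 1 h compound preincubation, 2 h substrate hydrolysis at 25 °C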
GRK2 inh = human GRK2 inhibition via aptamer displacement; bead flow cytometry, FAM-aptamer displacement from GRK2; inhibition of aptamer binding, % at 10 µM; hit rate 0.59% among 330,000;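 active = inhibition of aptamer binding above 40%, roughly 3 SD of noise, on plates passing a quality check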;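 also: median bead fluorescence of bound FAM aptamer so fluorescent compounds give negative values; no value below 0 was filed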
HCV core dimer = blocks dimerization of HCV core protein; TR-FRET GST/Flag-core106 dimerization, 1536-well; hit rate 0.33% among 300,000; inhibition, % at 5 µM;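 active = inhibition above the mean of all tested compounds plus 3 SD, set per screening campaign, cut at about 45% in these data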
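System: GST/Flag-tagged HCV core106 proteins. Incubation: compound-protein-antibody incubation 4 h at 22.5 °C. Technique: HTRF with 340 nm excitation, 617/671 nm emission. Medium: KF-containing HEPES buffer, pH 7.45, DTT, CHAPS, BSA. Read-out: inhibition (%) from 671 over 617 nm ratio. Also added: Eu(K)-anti-GST 90 ng/mL plus XL665-anti-Flag 1 µg/mL.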
PP1 inh = blocks human PP1-alpha phosphatase, a PP5 counter-screen; P62136; purified PP1alpha, OMFP fluorescence; inhibition, % at 6.7 µM; hit rate 0.9% among 320,000;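 active = inhibition above the mean inhibition of all tested compounds plus 3 SD, computed separately for each screening campaign, cut at about 15% in these data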
* = called active by the depositor; . = no result given.

#1 O=C(CCCN1C(=O)c2ccccc2C1=O)Nc1nc2ccccc2[nH]1
#2 CCCCCNC(=O)c1ccc2c(c1)ncn2-c1ccc(OC)cc1
#3 O=C(CSc1nnc(-c2ccco2)n1CC1CCCO1)NC1CCCC1 (centres undefined)
#4 CCN(CC)S(=O)(=O)c1ccc(NC(=O)C2CCCN(C(=O)c3ccc(Cl)cc3)C2)cc1 (centres undefined)
#5 CN(CCOc1ccccc1)C(=O)c1ccc(F)c(S(=O)(=O)N2CCOCC2)c1
#6 O=[N+]([O-])c1cc2c(cc1/C=N/NS(=O)(=O)c1ccc(Br)cc1)OCO2
#7 Cc1onc(-c2ccccc2Cl)c1C(=O)Nc1ccc(S(=O)(=O)Nc2nccs2)cc1
#8 O=C(CSc1nc(C2CCCCC2)n(-c2ccccc2)n1)NCC(F)(F)F

screen / no.	1	2	3	4	5	6	7	8
Fh CTSL1 inh	-7	-2	1	-7	-3	2	1	5
PP5 inh	-3.6	0.1	-1.0	5.1	0.0	2.5	4.1	2.6
GASC-1 inh	9	5	-7	0	46	-14	66	-3
VLA-4 inh	4	14	-10	5	16	9	17	-12
proCasp7 act	-1	-4	3	0	9	-32	-8	1
proCasp3 act	9	-3	-4	5	2	-23	5	9
GRK2 inh	0	1	0	1	0	0	0	0
HCV core dimer	0	-3	-2	5	-4	2	15	3
PP1 inh	-5	1	-3	-1	0	-1	0	-3

#9 O=C(Cc1ccc(Cl)cc1Cl)OCC(=O)N1CCN(C(=O)c2ccco2)CC1
#10 O=C(N/N=C\c1ccccc1)c1cccc(C(=O)N/N=C\c2ccccc2)n1
#11 C=CCN(C(=O)Nc1ccc2c(c1)nc(C)n2C)c1ccccc1
#12 O=C(CN1c2cccc3cccc(c23)S1(=O)=O)Nc1ccc(F)c(F)c1F
#13 COc1ccc(OCc2ccc(-c3nc4ccccc4c(=O)n3N)o2)cc1
#14 Cc1ccccc1NC(=O)c1ccno1
#15 c1ccc(CSc2snnc2-c2ccccc2)cc1
#16 Cc1c(C(=O)N2CC3(CC(c4cccc(NC(=O)CC(c5ccccc5)c5ccccc5)c4)=NO3)C[C@@H]2C(N)=O)cc([N+](=O)[O-])cc1[N+](=O)[O-] (some centres undefined)

screen / no.	9	10	11	12	13	14	15	16
Fh CTSL1 inh	-5	1	-2	.	2	-3	1	-1
PP5 inh	0.1	-0.2	-1.7	.	1.3	0.5	-0.9	4.1
GASC-1 inh	-1	3	-3	1	-10	-8	10	5
VLA-4 inh	0	3	8	-2	-5	12	11	-6
proCasp7 act	-5	4	3	-27	6	-10	9	3
proCasp3 act	-2	2	7	0	0	7	6	0
GRK2 inh	0	1	0	0	0	7	3	1
HCV core dimer	-7	2	3	.	10	8	2	30
PP1 inh	0	-3	-3	.	0	-5	-1	16*

Given with each value named: entries from further up
[12] O=C(CN1c2cccc3cccc(c23)S1(=O)=O)Nc1ccc(F)c(F)c1F
  Fh CTSL1 inh: .
  PP5 inh: .
  GASC-1 inh: 1
  VLA-4 inh: -2
  proCasp7 act: -27
  proCasp3 act: 0
  GRK2 inh: 0
  HCV core dimer: .
  PP1 inh: .

[13] COc1ccc(OCc2ccc(-c3nc4ccccc4c(=O)n3N)o2)cc1
  Fh CTSL1 inh: 2
  PP5 inh: 1.3
  GASC-1 inh: -10
  VLA-4 inh: -5
  proCasp7 act: 6
  proCasp3 act: 0
  GRK2 inh: 0
  HCV core dimer: 10
  PP1 inh: 0

[14] Cc1ccccc1NC(=O)c1ccno1
  Fh CTSL1 inh: -3
  PP5 inh: 0.5
  GASC-1 inh: -8
  VLA-4 inh: 12
  proCasp7 act: -10
  proCasp3 act: 7
  GRK2 inh: 7
  HCV core dimer: 8
  PP1 inh: -5

[15] c1ccc(CSc2snnc2-c2ccccc2)cc1
  Fh CTSL1 inh: 1
  PP5 inh: -0.9
  GASC-1 inh: 10
  VLA-4 inh: 11
  proCasp7 act: 9
  proCasp3 act: 6
  GRK2 inh: 3
  HCV core dimer: 2
  PP1 inh: -1

(next part)
#17 COc1ccc(NC2=C(C)C(=O)CC2)cc1
#18 CC(=O)Oc1ccccc1C(=O)Nc1ncc([N+](=O)[O-])s1
#19 CCOc1ccccc1Oc1cn[nH]c1-c1ccc(O)cc1O
#20 O=C1CC(N2CCC(O)CC2)C(=O)N1c1ccc(Br)cc1 (centres undefined)
#21 Cn1c(=NC(=O)C2CC2)sc2cccc(F)c21
#22 Cc1cccc(NC(=O)CNC(=O)c2sc3ccccc3c2Cl)n1
#23 COc1cccc(/C=C(/C(=O)OCC(N)=O)c2ccccc2)c1
#24 CC(=O)Nc1cccc(C(=O)/C=C/c2ccco2)c1

screen / no.	17	18	19	20	21	22	23	24
Fh CTSL1 inh	3	-14	-1	-4	-3	0	0	12
PP5 inh	1.1	3.0	1.9	0.1	1.6	-1.5	-1.5	1.3
GASC-1 inh	-13	-41	-19	3	-2	0	0	34
VLA-4 inh	0	21	-2	33	3	-3	8	-1
proCasp7 act	9	-36	1	-34	0	2	8	-14
proCasp3 act	1	-19	-1	-27	-2	5	-3	-16
GRK2 inh	0	5	1	0	1	0	0	3
HCV core dimer	2	-12	6	1	-8	4	2	-1
PP1 inh	0	6	-4	-1	4	22*	-8	2

#25 O=C(C[n+]1cc(-c2ccccc2)n2c1CCC2)N1c2ccccc2Sc2ccccc21
#26 CCOc1cccc(C(=O)NC(=S)NCc2cccnc2)c1
#27 CCOC(=O)N1CCN(C(=S)NC(C)(C)C)CC1
#28 Cc1cccc(NC(=O)C2CCN(C(=O)N3CCOc4ccccc43)CC2)c1C
#29 Cc1ccccc1S(=O)(=O)Cc1ccc(C(=O)NCc2ccco2)o1
#30 COc1ccc(OCCSc2nnc(-c3ccoc3C)n2C)cc1
#31 COc1cc(OC)c(C2CC(=O)N3CN(c4ccc(C)cc4)CSC3=C2C#N)cc1OC (centres undefined)
#32 CCOc1ccc(C2NC(=O)NC(C)=C2C(=O)OCc2ccccc2)cc1 (centres undefined)

screen / no.	25	26	27	28	29	30	31	32
Fh CTSL1 inh	1	-3	-2	1	-3	0	4	-2
PP5 inh	1.6	-1.4	-0.1	-2.5	-0.4	-1.0	-0.1	0.7
GASC-1 inh	-7	-7	33	8	14	-1	-5	3
VLA-4 inh	5	6	15	11	11	0	1	5
proCasp7 act	3	-5	-5	5	4	12	-47	-6
proCasp3 act	-7	1	8	4	-1	-2	-32	9
GRK2 inh	0	3	3	0	1	0	0	0
HCV core dimer	-5	-4	1	8	1	4	9	4
PP1 inh	1	-1	3	-5	2	1	2	-1

Entries of single compounds from above:
Results for CCOc1ccc(C2NC(=O)NC(C)=C2C(=O)OCc2ccccc2)cc1 (centres undefined) = Fh CTSL1 inh = -2; PP5 inh = 0.7; GASC-1 inh = 3; VLA-4 inh = 5; proCasp7 act = -6; proCasp3 act = 9; GRK2 inh = 0; HCV core dimer = 4; PP1 inh = -1
Results for O=C(C[n+]1cc(-c2ccccc2)n2c1CCC2)N1c2ccccc2Sc2ccccc21 = Fh CTSL1 inh = 1; PP5 inh = 1.6; GASC-1 inh = -7; VLA-4 inh = 5; proCasp7 act = 3; proCasp3 act = -7; GRK2 inh = 0; HCV core dimer = -5; PP1 inh = 1
Results for CCOC(=O)N1CCN(C(=S)NC(C)(C)C)CC1 = Fh CTSL1 inh = -2; PP5 inh = -0.1; GASC-1 inh = 33; VLA-4 inh = 15; proCasp7 act = -5; proCasp3 act = 8; GRK2 inh = 3; HCV core dimer = 1; PP1 inh = 3

Continued.
#33 CC(=O)Nc1cccc(NC(=O)c2ccc([N+](=O)[O-])cc2Cl)c1
#34 N#CC[n+]1cc(-c2ccc(Cl)cc2)n2c1CCC2
#35 CCC(c1nnc(SCC(=O)Nc2nnc(-c3ccccc3)o2)n1Cc1ccccc1)N(C)C (centres undefined)
#36 COCCOC(=O)c1c(C)n(C)c2ccc(OC(=O)c3c(OC)cccc3OC)cc12
#37 O=C(CC1Sc2ccccc2NC1=O)Nc1cccnc1 (centres undefined)
#38 COc1ccccc1CCC(=O)N1CCC(n2nccc2NC(=O)CC(C)C)CC1
#39 COc1ccc(Cc2nnc(NCCO)[nH]c2=O)cc1OC
#40 Cc1ccc(NC(=O)c2c(C)noc2-c2snnc2C)cc1
#41 COCC(=O)N1CCC(Oc2ccc(C(=O)N3CCSCC3)cc2)CC1
#42 COc1ccc(C(=O)c2cnc(C(C)C)n2C)cc1
#43 CSc1sc(C(=O)NN)c2c1C(O)CCC2 (centres undefined)

screen / no.	33	34	35	36	37	38	39	40	41	42	43
Fh CTSL1 inh	-2	0	-4	-1	0	0	-4	-1	2	-2	-1
PP5 inh	-0.7	-0.1	0.2	4.8	-1.5	0.1	1.5	2.8	-1.8	3.0	-0.6
GASC-1 inh	6	12	3	1	0	-3	8	11	-2	-1	18
VLA-4 inh	-44	13	-13	-12	15	-14	-6	-13	5	10	8
proCasp7 act	0	-2	8	-21	2	3	-2	4	-8	-3	1
proCasp3 act	-1	-6	9	-10	4	8	-10	2	-1	15	-1
GRK2 inh	3	1	1	3	0	3	3	2	3	1	1
HCV core dimer	-1	-2	-12	-12	-5	9	-1	4	1	-1	5
PP1 inh	-1	-2	12	2	-1	0	-6	0	-2	-2	1
